# HTRA1 inhibitor: HTRA1 serine protease inhibitors, primary screen, biochemical, fluorescence polarization, HTS; recombinant HTRA1, FP-rhodamine activity-based probe; AID 504803, 2011; inhibition, % at 5.96 µM; hit rate 0.5% among 340,000; Q92743; in the data active = inhibition above about 36%;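 note: 0% = enzyme with DMSO and 100% = wells lacking enzyme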
# rCAG RNA binder: binders of r(CAG) RNA repeats, primary screen, biochemical, fluorescence. inhibition, % at 3 µM. r(CAG) RNA repeat, TO-PRO-1 dye displacement fluorescence. hit rate 1.3% among 370,000;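 active = inhibition above the plate cutoff, the mean of all test compounds on that plate plus 3 SD, cut at about 35% in these data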;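 note: 0% = DMSO alone and 100% = 100 µM mitoxantrone as full dye displacement; higher means more dye released from RNA so lower well fluorescence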
# LEDGF integ inh: blockers of LEDGF/p75-dependent integrase strand transfer – biochemical, TR-FRET, high throughput, primary screen; hit rate 0.64% among 370,000; AID 743269, 2014; inhibition, % at 3.7 µM; TR-FRET IN-LEDGF/p75 DNA integration, Eu/Cy5; HIV-1 integrase (with human LEDGF/p75);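 active = inhibition above the screen-wide mean plus 3 SD, cut at about 13% in these data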;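 note: signal is the Cy5 over europium emission ratio at 671 and 618 nm; 0% = plate median of compound wells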
# TDP2 absorb: human TDP2 enzyme inhibitors, primary screen, biochemical, epi absorbance, recombinant enzyme; Tyrosyl-DNA phosphodiesterase 2 (Homo sapiens), O95551; T5PNP hydrolysis, p-nitrophenol absorbance 415 nm; inhibition, % at 12.8 µM; hit rate 0.34% among 370,000;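 active = inhibition above the mean of all tested compounds plus 3 SD, set per campaign, cut at about 25% in these data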;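 note: 0% = DMSO with enzyme and 100% = buffer with substrate but no TDP2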
# Target sequence (O95551 whole entry, looked up): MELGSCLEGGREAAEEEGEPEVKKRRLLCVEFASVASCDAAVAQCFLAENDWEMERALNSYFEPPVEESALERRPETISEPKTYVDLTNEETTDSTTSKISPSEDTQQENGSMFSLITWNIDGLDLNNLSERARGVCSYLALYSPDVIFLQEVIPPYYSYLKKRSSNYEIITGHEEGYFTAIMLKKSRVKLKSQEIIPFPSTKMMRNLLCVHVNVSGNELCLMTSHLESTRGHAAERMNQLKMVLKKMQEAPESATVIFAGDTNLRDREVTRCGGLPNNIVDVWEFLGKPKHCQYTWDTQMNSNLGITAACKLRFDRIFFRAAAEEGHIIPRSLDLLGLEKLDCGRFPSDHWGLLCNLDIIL
#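 Incubation: 2 h at 37 °C; Test system: recombinant human TDP2; Quantity: enzyme 120 nM; Read-out basis: percent inhibition; Medium: 50 mM Tris-HCl pH 7.5 with Mg2+, KCl, DTT, BSA; Repeats: single replicate; Compound: 12.8 µM single point, 1% DMSO; Signal: epi absorbance; Reagent: 5 mM T5PNP chromogenic substrate; Benchmarks: no-enzyme high, DMSO-plus-enzyme low.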
# PG9 Ab binder: binders of HIV-1 gp120 antibody PG9, primary screen, biochemical, TR-FRET. hit rate 0.43% among 360,000. TR-FRET gp120-PG9 antibody binding. inhibition, % at 6.7 µM. HIV-1 gp120 / PG9 antibody interaction; in the data active = inhibition above about 8.5%
# SIAE primary: human SIAE inhibitors, primary screen, biochemical, fluorescence polarization, FP-Rh probe, 1536-well HTS | Sialate O-acetylesterase (Homo sapiens), Q9HAT2 | SIAE FP-Rh probe binding | inhibition, % at 9.66 µM | hit rate 0.69% among 370,000;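 active = inhibition above a cutoff: mean of compounds within the control limits plus 3 SD of those, cut at about 17% in these data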;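 note: 0% = plate median of compound wells and 100% = probe without SIAE protein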
# PRMT1 FP inh: PRMT1 methyltransferase inhibitors, primary screen, biochemical, fluorescence polarization | Protein arginine N-methyltransferase 1 (Homo sapiens), Q99873 | recombinant PRMT1, activity-based probe fluorescence polarization | inhibition, % at 2.79 µM | hit rate 1.3% among 370,000 | AID 652257, 2013;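 active = inhibition above about 21% made by adding two undisclosed values, limit read from the data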
# Target sequence (Q99873 whole entry, looked up): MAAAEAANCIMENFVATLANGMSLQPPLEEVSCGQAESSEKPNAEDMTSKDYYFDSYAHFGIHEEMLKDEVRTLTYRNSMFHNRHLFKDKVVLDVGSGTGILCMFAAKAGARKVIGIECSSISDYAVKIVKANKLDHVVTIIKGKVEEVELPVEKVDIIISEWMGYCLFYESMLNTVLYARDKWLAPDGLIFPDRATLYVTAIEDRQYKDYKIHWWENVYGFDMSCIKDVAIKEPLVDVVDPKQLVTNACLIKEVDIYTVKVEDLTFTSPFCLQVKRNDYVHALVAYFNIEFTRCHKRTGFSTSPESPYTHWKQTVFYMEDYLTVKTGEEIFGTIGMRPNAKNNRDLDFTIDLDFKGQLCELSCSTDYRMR
# NR1D1 modulator: modulators of Rev-erb alpha DNA binding, primary screen, biochemical, FITC-DNA, fluorescence polarization, uHTS. Rev-erbα–FITC-DNA binding, 90 min. AID 1259318, 2017. Nuclear receptor subfamily 1 group D member 1 (Homo sapiens), P20393. activity, % at 10 µM. hit rate 0.79% among 370,000;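 active = activity above about 14%, limit read from the data; passing the limit was not always enough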;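 note: 0% = DMSO wells with 35 nM protein and 100% = DMSO wells with 750 nM protein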
# ABHD4 inh: ABHD4 inhibitors, primary screen, biochemical, fluorescence polarization, mouse; hit rate 0.54% among 370,000; purified mABHD4, FP-Rh probe fluorescence polarization; inhibition, % at 8.92 µM;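 active = inhibition exceeding the mean over every tested compound plus 3 SD, cut at about 30% in these data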;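 note: 0% = plate median of compound wells and 100% = S159A mutant with DMSO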
# Target sequence (Q8VD66 whole entry, looked up): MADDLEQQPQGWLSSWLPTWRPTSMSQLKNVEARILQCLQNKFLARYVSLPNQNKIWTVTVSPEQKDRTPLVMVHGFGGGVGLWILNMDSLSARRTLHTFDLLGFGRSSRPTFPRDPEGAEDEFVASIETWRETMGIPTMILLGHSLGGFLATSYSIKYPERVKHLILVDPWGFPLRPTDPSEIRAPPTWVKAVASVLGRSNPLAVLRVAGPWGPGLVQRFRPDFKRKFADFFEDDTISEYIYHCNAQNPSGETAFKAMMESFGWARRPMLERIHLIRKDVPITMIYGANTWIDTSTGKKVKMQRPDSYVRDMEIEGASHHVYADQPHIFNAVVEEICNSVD
#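 assay system = mABHD4 protein | compound dosing = single nominal dose of 8.92 µM, 0.89% DMSO final | read-out basis = percent inhibition of probe binding, normalized to plate controls | schedule = Enzyme–compound pre-incubation 45 min, then probe 60 min, both 25 °C | detection = fluorescence polarization, excitation 525 nm, emission 598 nm, BODIPY TMR filters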
# TCR-CD3 inh: inhibitors of human TCR-CD3 interaction, primary screen, biochemical, fluorescence, TAMRA-labeled TCR probe | inhibition, % at 9.4 µM | T-cell receptor (TCR) | AID 651800, 2012 | hit rate 0.37% among 360,000; in the data active = inhibition above about 19%;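 note: recombinant mutant TCR 2C K166C tagged with TAMRA read by polarization; 0% = receptor in buffer alone and 100% = receptor with positive control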
# * marks the source's active call; other numbers are inactive results; / = no result given.
SMILES,HTRA1 inhibitor,rCAG RNA binder,LEDGF integ inh,TDP2 absorb,PG9 Ab binder,SIAE primary,PRMT1 FP inh,NR1D1 modulator,ABHD4 inh,TCR-CD3 inh
O=Cc1cc([B-](F)(F)F)cs1,/,2.7,-0.3,1.5,0.5,4.1,-3.5,13.4,21.4,-0.5
CCOC(=O)C(c1ccccc1)N1CCN(c2ccc(OC)cc2)CC1 (configuration not stated),-1.7,1.0,5.5,-13.2,0.2,2.5,-0.8,1.3,-4.3,-5.8
CCN(CC)CCNC(=O)c1ccc(NC(=O)c2c(F)cccc2Cl)cc1,-5.6,1.3,-4.9,-8.6,0.7,-1.7,-3.1,0.0,2.1,1.3
Cc1ccc(-n2nnnc2SCC(=O)c2c(N)n(C3CC3)c(=O)[nH]c2=O)cc1,3.9,2.5,1.3,11.7,-0.2,-2.3,-2.7,10.2,7.1,3.2
Cc1cccc(C)c1NC(=O)C1(C)CSCC(=O)N1CC(F)(F)F (configuration not stated),/,-0.6,-0.1,1.2,2.0,10.0,1.7,0.6,-2.5,2.5
COCCNC(=O)c1sc2ncn(CC(=O)N3CCCCC3)c(=O)c2c1C,0.0,-1.6,-1.6,-4.4,-2.8,-3.5,0.2,-1.0,5.0,9.2
C[C@@H]1CC=C[C@H]2[C@H]1C(=O)N(Cc1ccccc1)[C@H]2c1ccc(-c2cc3ccccc3s2)cc1F,-13.8,7.5,2.9,-5.2,1.7,1.2,1.6,-5.3,3.5,4.0
COC(=O)c1c(C)nc(C)c(C(=O)OC)c1-c1ccsc1,/,-2.2,-0.4,11.9,-1.5,-3.3,1.8,1.2,-5.5,-1.1
CN(c1ccccc1)S(=O)(=O)c1cccc(C(=O)OCC(=O)NCc2ccccc2)c1,-15.0,2.3,1.6,-10.6,-0.6,-2.7,-0.6,0.0,-13.2,-9.8
CCOC(=O)C1=C(O)/C(=C\c2cccs2)N=C1C,10.4,4.9,4.2,-8.0,-13.4,-0.9,-1.0,-4.6,2.1,-6.5
CCOc1ccc(C2/C(=C(\O)c3ccc4c(c3)OCCO4)C(=O)C(=O)N2CCN2CCOCC2)cc1OCC (configuration not stated),-2.8,5.8,0.0,13.4,0.5,3.5,-0.6,-1.6,-1.2,2.4
CCCN1C(=O)C(O)(CC(=O)c2ccc3c(c2)OCCO3)c2ccccc21 (configuration not stated),0.5,-7.9,3.8,-4.6,-0.1,1.1,-1.8,-1.4,-3.6,-4.5
COc1cccc(N2CCN(c3ccc(N4C(=O)CCC4=O)cc3[N+](=O)[O-])CC2)c1,0.2,-1.0,1.0,0.5,-2.4,0.3,-1.5,4.0,0.6,-0.8
Cn1c(Cc2cccs2)nnc1SCC(=O)Nc1ccc2c(c1)OCCO2,/,1.5,-1.0,-0.9,/,2.5,-1.3,-6.6,3.4,/
COc1ccc(/C=C/C(=O)OCC(=O)NCc2ccccc2Cl)cc1OC,-6.7,-0.1,1.0,-7.6,0.6,-3.1,-1.6,-2.5,-8.8,-2.8
CC(=O)C(C)Oc1ccc2c3c(c(=O)oc2c1)CCCC3 (configuration not stated),-3.7,0.6,4.1,1.4,1.5,0.0,2.8,-0.8,-5.8,-2.8
O=C(COC(=O)c1cc2ccccc2oc1=O)Nc1cccc(S(=O)(=O)N2CCCCCC2)c1,2.8,1.0,2.3,-3.7,0.1,2.6,-0.2,4.2,-3.0,-9.8
CC1CCc2nn(CC(=O)N3CCCCCC3)cc2C1 (configuration not stated),0.8,-2.4,-0.5,16.0,-0.2,1.8,0.2,8.4,-1.6,7.7
O=C1CSC(c2cccnc2)N1c1cccc(Cl)c1 (configuration not stated),-2.3,-2.9,-3.3,6.0,1.9,2.2,-2.4,-1.3,-0.5,7.0
O=C(NCc1cc2ccccc2[nH]1)c1ccccc1F,-16.7,-1.0,2.6,-2.6,-0.6,-1.8,-0.8,2.4,-3.9,-2.9
CC[N+]1(CC(O)COC2CC(C)CC(C)(C)C2)CCOCC1 (configuration not stated),-1.0,-3.1,6.4,17.4,-0.6,3.7,-0.5,1.7,-1.3,6.6
COc1cccc(/C=N/n2cnc3ccccc32)c1OC,-8.1,-0.2,0.8,2.9,-0.7,0.7,0.5,7.4,1.7,-3.0
COc1ccccc1C(=O)NC1CCN(C(=O)Nc2ccc(C)cc2)CC1,7.3,-1.1,1.2,-8.0,-1.1,5.3,-1.5,-0.4,-4.2,8.2
Cc1cccc(NC(=O)c2c(C)cc(=O)oc2C)n1,5.0,0.7,0.7,0.0,0.1,3.0,-2.8,-2.7,-7.9,-0.9
COc1ccc(Cl)cc1NS(=O)(=O)c1cccc(C(=O)NCC(c2ccco2)N2CCCC2)c1 (configuration not stated),-7.5,3.4,5.7,-10.2,-0.2,9.4,2.1,-2.3,0.8,2.6

# The last 4 records of the section above come first, to join the parts:
SMILES,HTRA1 inhibitor,rCAG RNA binder,LEDGF integ inh,TDP2 absorb,PG9 Ab binder,SIAE primary,PRMT1 FP inh,NR1D1 modulator,ABHD4 inh,TCR-CD3 inh
COc1cccc(/C=N/n2cnc3ccccc32)c1OC,-8.1,-0.2,0.8,2.9,-0.7,0.7,0.5,7.4,1.7,-3.0
COc1ccccc1C(=O)NC1CCN(C(=O)Nc2ccc(C)cc2)CC1,7.3,-1.1,1.2,-8.0,-1.1,5.3,-1.5,-0.4,-4.2,8.2
Cc1cccc(NC(=O)c2c(C)cc(=O)oc2C)n1,5.0,0.7,0.7,0.0,0.1,3.0,-2.8,-2.7,-7.9,-0.9
COc1ccc(Cl)cc1NS(=O)(=O)c1cccc(C(=O)NCC(c2ccco2)N2CCCC2)c1 (configuration not stated),-7.5,3.4,5.7,-10.2,-0.2,9.4,2.1,-2.3,0.8,2.6
COc1ccc(-n2c(C)cc(C(=O)Cn3nnc4ccccc4c3=O)c2C)cc1,-11.7,-2.3,-1.4,-2.1,-0.8,-2.5,-1.5,2.1,-4.0,5.6
Cc1ccc(NC(=O)C2=C(O)c3sccc3N(C)S2(=O)=O)cc1,-1.3,11.0,-0.4,-9.7,-0.5,-0.1,3.6,4.2,-2.0,-3.5
O=C(NCC(=O)N(CC1CCCO1)C(C(=O)NC1CCCCC1)c1ccccc1)c1ccco1 (configuration not stated),-8.2,-3.4,-2.7,0.8,0.2,-4.6,1.0,4.7,2.2,2.7
CCOC(=O)c1ccc(S(=O)(=O)N2CCN(C)CC2)cc1,-0.1,-1.5,-5.9,-16.0,0.0,-2.3,3.0,-1.9,4.0,-7.1
COc1ccc(N2C(=O)c3ccc(C(=O)Nc4ccccc4O)cc3C2=O)cc1,15.6,0.6,-0.5,3.1,-0.4,-59.6,1.8,-14.9,0.8,0.4
CC12CCC(C(=O)N(c3cccc(Cl)c3)C1=O)C2(C)C (configuration not stated),2.8,-1.2,-2.9,-5.6,-1.3,-2.8,2.5,1.2,3.8,0.2
Cc1nnc(NC(=O)CSc2ncn(-c3ccccc3)n2)s1,4.2,0.9,1.2,7.9,-1.1,11.9,-4.4,0.7,-1.1,1.8
O=C(Nc1ccccc1)c1ccc2snnc2c1,1.6,-1.4,0.2,3.9,-0.8,12.8,-4.7,1.2,-1.6,0.9
CCN1CCN(c2nc(-c3ccc(F)cc3)cc(=O)[nH]2)CC1,1.9,-5.5,-0.3,-7.1,-2.4,-5.7,-1.4,-4.2,-1.8,5.1
CC1(CCc2ccccc2)NC(=O)NC1=O (configuration not stated),5.4,0.6,5.0,-5.0,-1.2,0.4,-2.5,7.7,-2.4,3.5
CS(=O)(=O)c1ccc(Cl)c(C(=O)NCC2CCCCC2)c1,4.3,-1.0,-0.3,14.9,0.3,-7.4,0.6,4.2,-1.2,-0.7
COc1ccccc1NC(=O)C/C(C)=N/NC(=O)C12CC3CC(CC(C3)C1)C2,-8.1,1.4,2.8,1.2,-1.5,3.8,-0.7,2.9,-0.7,-1.4
Nc1nc(-c2cccs2)c(-c2cccs2)s1,1.1,3.6,-0.1,1.5,4.6,6.3,-1.7,281.6*,4.7,7.5
CCN(CC)C(=O)[C@H]1CC(CC(=O)NCc2ccc(OC)c(OC)c2)C(=O)N2CCc3c([nH]c4ccc(OC)cc34)[C@]12C (some centres not stated),3.4,-0.4,3.0,-10.5,-1.4,2.7,4.2,-1.5,-11.8,-3.1
Cc1cc(OC(C)C(=O)NCCc2c[nH]c3ccccc23)c2c(C)cc(=O)oc2c1 (configuration not stated),-5.0,-3.1,1.6,7.6,-0.9,0.7,-2.1,-1.2,-1.3,-4.9
OC[C@@H]1CN(Cc2ccc(Cl)cc2)C[C@H](n2cnc3c(N4CCOCC4)ncnc32)O1,/,2.4,-5.2,-4.6,0.9,-0.4,2.6,13.2,5.6,-4.7
CC(=O)Nc1ccc(/C(C)=N/Nc2nc(N3CCOCC3)nc(N3CCOCC3)n2)cc1,-5.3,-3.3,-0.7,9.3,-4.8,-1.3,0.0,-3.1,0.3,0.7
OCC1CCCCN1CC(O)COC(c1ccc(F)cc1)c1ccc(F)cc1 (configuration not stated),-1.6,-2.2,5.6,-5.8,-0.5,0.8,-0.6,-0.1,10.1,-3.4
CCC1=NN(C(=O)CCc2ccc3c(c2)OCO3)C(O)(C(F)(F)F)C1 (configuration not stated),-3.6,-5.3,-3.4,11.7,-2.3,4.9,-2.5,1.1,-0.7,5.8
CSc1nc(Sc2cccc(Cl)c2)c2ccccc2n1,-3.9,2.9,-1.8,-5.2,-0.4,-4.9,-1.5,2.1,-5.1,-2.6
CC1CCC(NC(=O)Cn2cnc3sccc3c2=O)CC1 (configuration not stated),-6.8,1.5,1.6,5.8,0.5,-3.2,3.0,-4.3,2.9,3.4
CCOCCCNC(=S)Nc1ccc(Br)cc1Cl,-4.5,-3.4,-10.3,-10.7,-0.7,-1.5,4.6,1.8,0.7,-6.0
CON(C)C(=O)C(C)(C)CC#CCN(CC#Cc1ccccc1)S(=O)(=O)c1ccc(C)cc1,/,5.0,0.7,-3.8,0.3,-7.8,2.5,-0.6,-3.6,-10.5
Cc1cc(=O)oc2cc(OCc3ccc(C(=O)OCC(=O)Nc4ccc(N(C)C)cc4)cc3)ccc12,-2.0,15.4,-2.9,-0.4,-0.5,-4.0,7.7,-5.2,-7.9,-8.9

# Not all compounds are listed (hit frequency here may not be typical).
